# APEX1 inh – inhibitors of human APE1 endonuclease; AID 2517; recombinant APE1, TAMRA/BHQ-2 abasic DNA cleavage fluorescence; Potency, µM (top dose mostly 65.8 µM), inactives show at the top dose activity change, negative = inhibition, most hits filed as inhibitors; P27695; actives 0.35% (n = 350,000);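 note: potency is the fitted concentration of half-maximal effect; plate controls were vehicle for no effect and reference inhibitor for full effect; nearly all actives have a fitted effect of over 55% in size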
#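 Compound pre-exposure to 0.75 nM APE1, 15 min at ambient temperature. Reaction initiated with 50 nM TAMRA/BHQ-2 THF substrate, read immediately in kinetic mode, 525 nm excitation, 598 nm emission.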
# POLH inh – DNA polymerase eta (human) inhibition | AID 588591 | Q9Y253 | actives 1.2% (n = 390,000) | Potency, µM (top dose mostly 114 µM), without a hit: at the top dose activity change, negative = inhibition, most hits filed as inhibitors | recombinant Pol eta, fluorescent DNA replication assay; note: potency is the fitted concentration of half-maximal effect; % is set by controls: 0 for no effect and ±100 for the full control effect
#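 Pol eta (10 nM) was preincubated with compounds for 15 min at room temperature, after which fluorescent replication substrate (50 nM final) was added to start the reaction. Fluorescence was read kinetically at 0 and 10 min.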
# ERG Ets-DNA blk – blocks human ERG Ets domain binding to DNA; Potency, µM (series often up to 76.9 µM), inactives show top-dose FP activity, negative = inhibition, usual class: inhibitors; P11308; fluorescence polarization, His-ERG Ets domain / labelled DNA; actives 0.028% (n = 370,000); active = well fitted inhibition curve with a large enough effect in the polarisation, with a control signal flat; inconclusive = small, poorly fitted or top-dose-only effect, or effect the other way, or a change in a side signal; inactive = no such curve, though single readings can be large or run the other way; the % refers to the polarisation;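 note: polarization taken with two DNA probes labelled with fluorescein and Texas red; potency is the fitted concentration of half-maximal effect; % of control where 0% means no effect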
#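 His-tagged ERG Ets domain (1 uM in the protein solution; 300mM KCl, 50mM Tris-HCl, 1mM EDTA, 1mM DTT, pH 7.5) received compound, then a probe mix of 5 nM fluorescein-DNA and 100nM Texas-615-DNA. Fluorescence polarization was read for both dyes.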
# RGS4 inhibitor – inhibitors of human regulator of G protein signaling 4; actives 0.039% (n = 390,000); Transcreener GDP fluorescence polarization, RGS4-accelerated GTP hydrolysis; Potency, µM (titrated, usually from 114 µM), inactives show at the top dose activity change, negative = inhibition, most hits filed as inhibitors; note: potency is the fitted concentration of half-maximal effect; % is set by controls: 0 for no effect and ±100 for the full control effect; nearly all actives have a fitted effect of over 75% in size; some results filed as inactive show a strong effect at the top dose
#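 MLSMR compounds (23 nl, pin-transferred) preincubated 10 min at room temperature with a 500nM (2x) first reagent, then RGS4 at 900nM (2x) plus Transcreener GDP mix added; fluorescence polarization (620/688 nm) read before and after 90 min at 30 °C.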
# Pol kappa inh – DNA polymerase kappa (human) inhibition; Potency, µM (doses to about 107 µM), without a hit: at the highest dose activity, negative = inhibition, most hits filed as inhibitors; AID 588579; actives 0.53% (n = 400,000); purified Pol kappa, fluorescent DNA synthesis assay, 10 min; Q9UBT6; note: potency is the fitted concentration of half-maximal effect; % is set by controls: 0 for no effect and ±100 for the full control effect
# Target sequence (Q9UBT6 whole entry, looked up): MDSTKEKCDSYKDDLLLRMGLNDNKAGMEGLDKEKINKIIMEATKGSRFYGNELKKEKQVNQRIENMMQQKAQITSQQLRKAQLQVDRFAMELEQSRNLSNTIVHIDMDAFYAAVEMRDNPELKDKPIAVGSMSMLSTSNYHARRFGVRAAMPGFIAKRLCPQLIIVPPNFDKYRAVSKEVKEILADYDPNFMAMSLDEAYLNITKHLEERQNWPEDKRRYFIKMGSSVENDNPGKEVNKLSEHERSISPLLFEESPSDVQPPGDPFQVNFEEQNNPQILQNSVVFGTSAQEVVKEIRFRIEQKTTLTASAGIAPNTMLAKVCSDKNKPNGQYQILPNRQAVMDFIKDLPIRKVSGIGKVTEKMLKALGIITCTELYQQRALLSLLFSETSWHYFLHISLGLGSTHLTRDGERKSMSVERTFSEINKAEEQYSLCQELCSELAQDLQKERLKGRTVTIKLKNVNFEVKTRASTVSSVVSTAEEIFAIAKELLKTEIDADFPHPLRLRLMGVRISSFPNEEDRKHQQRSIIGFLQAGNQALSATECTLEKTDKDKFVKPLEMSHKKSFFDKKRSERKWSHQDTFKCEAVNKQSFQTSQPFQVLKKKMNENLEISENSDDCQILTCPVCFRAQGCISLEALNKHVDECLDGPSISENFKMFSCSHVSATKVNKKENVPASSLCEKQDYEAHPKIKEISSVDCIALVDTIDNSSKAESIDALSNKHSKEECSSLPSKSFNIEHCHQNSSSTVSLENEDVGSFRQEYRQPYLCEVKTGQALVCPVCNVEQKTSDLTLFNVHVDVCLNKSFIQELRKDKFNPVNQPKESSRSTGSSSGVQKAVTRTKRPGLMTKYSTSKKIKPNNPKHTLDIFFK
#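 Pol kappa 10 nM + cpd, 15 min RT; start w/ substrate 50 nM final; fluorescence kinetic read, 0 and 10 min. Neg ctrl: buffer, no enzyme.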
# Apoferritin bind – binds horse apoferritin like a general anesthetic. P02791. apoferritin/1-aminoanthracene competitive binding, fluorescence. Potency, µM (top dose mostly 77.5 µM), without a hit: at the highest dose activity change, negative = displacement, hits mostly inhibitors. actives 0.074% (n = 350,000). AID 485281; note: potency is the fitted concentration of half-maximal effect; % is set by controls: 0 for no effect and ±100 for the full control effect; nearly all actives have a fitted effect of over 20% in size
# Target sequence (P02791 2-175 limits assumed): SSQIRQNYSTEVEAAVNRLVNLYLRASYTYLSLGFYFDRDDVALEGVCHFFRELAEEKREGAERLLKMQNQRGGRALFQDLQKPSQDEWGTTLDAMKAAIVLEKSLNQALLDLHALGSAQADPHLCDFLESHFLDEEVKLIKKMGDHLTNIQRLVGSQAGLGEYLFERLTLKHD
#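 Probe: 1-aminoanthracene (50% saturated, PBS). Protein: horse-spleen apoferritin, 10 uM. Incubation: 10 min, room temperature. Detection: 380 nm excitation, 535 nm emission. Analysis: normalized response, four-parameter Hill.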
# ALOX12 inh – blocks human arachidonate 12S-lipoxygenase; P18054; purified 12hLO, xylenol orange hydroperoxide absorbance; Potency, µM (series often up to 108 µM), for the others: at the top dose activity change, negative = inhibition, hits mostly inhibitors; actives 1.1% (n = 580,000); AID 1671190; note: potency is the fitted concentration of half-maximal effect; % is set by controls: 0 for no effect and ±100 for the full control effect
#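 Hydroperoxide product was detected by ferrous iron/xylenol orange as the 573 to 405 nm absorbance ratio. Arachidonic acid at 40 uM (final) was turned over for 30 min at room temperature by 150 nM human 12hLO, pH 7.0 Hepes buffer, after 15 min compound preincubation.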
# POLB inh – blocks human DNA polymerase beta activity; Potency, µM (series often up to 114 µM), for the others: at the highest dose activity change, negative = inhibition, actives largely listed as inhibitors; P06746; actives 1.3% (n = 340,000); Pol beta primer extension/strand displacement, fluorescence kinetic; AID 485314; note: potency is the fitted concentration of half-maximal effect; % is set by controls: 0 for no effect and ±100 for the full control effect
#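 Preincubation: enzyme (10 nM) with compound, 15 min, RT. Reaction: substrate added to 50 nM final. Reads: 0 and 10 min. Analysis: normalized, Hill fit.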
# LDHA block – inhibitors of human lactate dehydrogenase A; P00338; actives 0.15% (n = 480,000); activity change, % (values are at about 110 or 230 µM); purified LDHA, NADH/diaphorase-resazurin fluorescence; active compounds read low; in the data active = activity change below about -30%; inconclusive = mostly about -25% to -30%;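 note: plate controls were DMSO wells for no effect and wells without enzyme for full effect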
#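 Human LDH5 at 2 nM final in Tris HCl pH 7.4 with 0.06 mM NADH and 0.2 mM pyruvate, reacted 5 minutes at room temperature. Remaining NADH coupled via diaphorase/resazurin; resorufin fluorescence read at 0 and 20 minutes, normalized to enzyme-free and DMSO wells.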
# An asterisk follows results filed as active; i = inactive; ? = inconclusive; . = no result given; [ ] = remark or other dose. Unless noted, calls come from the whole dose curve; as a rule, active = well fitted curve in the direction sought with a large enough effect; inconclusive = small, poorly fitted or top-dose-only effect, or another doubt; inactive = no such curve, though single readings can be large; an effect the other way counts as inactive or inconclusive. Not all compounds are listed; count on the stated rates, not on these rows.
SMILES,APEX1 inh,POLH inh,ERG Ets-DNA blk,RGS4 inhibitor,Pol kappa inh,Apoferritin bind,ALOX12 inh,POLB inh,LDHA block
CCOC(=O)N1CCC(NC(=O)CCc2c(C)nc3c(c(C)nn3-c3ccccc3)c2C)CC1,.,-3.9%,-3.4%,-14.3%,-9.1%,.,1.3%,.,-6.2
CC(C(=O)NCC1CCCCC1)N1CCN(S(=O)(=O)/C=C/c2ccccc2)CC1 (centres undefined),-3.0%,-2.9%,9.8%,0.0%,-13.2%,-10.6%,-26.9%,19.1%,-8.1
O=C(c1ccc(Cl)cc1)c1cnc(-c2ccc(Cl)cc2)s1,4.2%,-8.0%,1.9%,-17.3%,-7.5%,-5.2%,-6.7%,6.3%,-6.4
CN(C(=O)CSc1nnc(-c2ccco2)n1C)C1CCCCC1,-1.5%,3.5%,-1.3%,4.8%,-10.0%,.,-0.6%,.,-1.2
CCCNC(=O)Cc1cc(=O)[nH]c(=O)[nH]1,-4.6%,-14.6%,3.0%,0.9%,5.6%,1.7%,-1.3%,0.5%,-19.5
CC1CCCN(c2ncnc3c2nc2n3CCCCC2)C1 (centres undefined),.,-11.4%,-2.2%,-15.7%,-2.3%,4.8%,-1.6%,1.0%,-2.2
Cc1cccc(C)c1NC(=O)C1CC(=O)N(C(C)C)C1 (centres undefined),-8.1%,1.3%,3.6%,10.4%,2.8%,-8.9%,0.0%,4.2%,-1.9
Clc1ncc(CN2CCN(Cc3ccccc3)CC2)s1,4.7%,-12.9%,-7.5%,-13.9%,-7.4%,12.9%,i,-1.9%,1.9
CN(c1ccc(OCC(=O)OCC(=O)Nc2ccc(Br)cc2)cc1)S(=O)(=O)c1cccs1,-7.1%,-16.6%,-9.6%,-34.6%,-10.1%,7.9%,-12.3%,26.1%,-6.9
Brc1cccc(OCCN2CCOCC2)c1,2.6%,-7.6%,1.5%,7.0%,-9.8%,-23.1%,?,4.4%,-21.4
Cc1ccc(C(=O)Nc2cc(C(F)(F)F)ccc2-n2cncn2)o1,44.2%,-16.3%,0.4%,21.1%,7.2%,.,-1.1%,.,-1.4
O=C(Cn1cc(C(F)(F)F)ccc1=O)N/N=C/c1ccccc1O,-1.9%,-18.3%,-9.1%,-11.6%[11.4 µM],-4.9%,-14.4%,-0.5%,23.7%,-1.3
Cc1nc(Cl)c(Cl)n1CCOc1ccccc1,12.3%,-15.4%,-10.5%,-19.3%,-2.2%,4.2%,-12.9%,29.6%,-1.7
C#CCNC(=O)C1=C[C@@H](c2coc3ccccc3c2=O)C[C@@H](OCCCCO)O1,-2.9%,-12.3%,4.2%,-7.9%,-7.8%,-2.8%,-3.3%,2.3%,-6.3
NC(=O)c1cnn2c1NC(c1ccc(F)cc1)CC2C(F)(F)F (centres undefined),-3.1%,-12.4%,1.6%,2.6%,-20.6%,-0.5%,0.0%,-7.9%,-16.7
COC(=O)c1[nH]c2cccc(OC)c2c1NC(=O)CN1CCN(c2cccc(OC)c2)C(C)C1 (centres undefined),-3.8%,-7.9%,3.3%,-6.2%,-6.8%,-15.7%,?,2.3%,8.0
COc1cccc(CNC(=O)CCS(=O)(=O)c2ccc3c(c2)NC(=O)C(C)S3)c1 (centres undefined),21.9%,-0.4%,-1.2%,4.2%,1.7%,-7.7%,0.2%,-20.4%,-0.6
Fc1ccccc1-c1nnc2ccc3ccccc3n12,-4.2%,-2.4%,11.9%,1.7%,-12.0%,-6.3%,-71.9%,-10.8%,-1.2
CCOC(=O)C1CCN(C2=C(NS(=O)(=O)c3ccc(Cl)cc3)C(=O)c3ccccc3C2=O)CC1,-3.3%,-8.9%,-3.1%,16.9%,-9.4%,-23.5%,?,-5.4%,28.6
CCN(CC)Cc1nc2sc(C)c(C)c2c(=O)[nH]1,0.7%,-11.4%,-17.9%,-2.1%,3.8%,-11.6%,-6.9%,0.7%,1.7
COc1ccc(/C=C/C(=O)OCn2c(SC)nnc(C)c2=O)cc1OC,-2.1%,-6.4%,-0.9%,12.4%,-6.5%,-3.9%,2.1%,-11.7%,-12.5
CCOC(=O)C1CCCN(C(=O)c2ccc(OC)c([N+](=O)[O-])c2)C1 (centres undefined),-0.4%,-16.5%,10.3%,?,-13.4%,-23.4%,-13.0%,-19.1%,-8.1
CCn1cc(C(=O)OCC(=O)c2cc(C)n(-c3cccc(C(F)(F)F)c3)c2C)c(=O)c2ccc(C)nc21,8.4%,-19.2%,-10.6%,-28.4%,-11.6%,-5.4%,-29.0%,-11.5%,1.6
C/C(=N\Nc1ccc([N+](=O)[O-])cc1)c1ccc(N2CCOCC2)cc1,0.5%,-4.5%,-5.2%,-20.0%,2.3%,-4.2%,10.3%,-13.5%,-3.3
CC(=O)Nc1c(-c2cc(=O)oc3cc(C)ccc23)oc2ccccc12,-2.6%,0.2%,9.6%,-2.3%,-4.6%[60.1 µM],6.5%,?,-2.3%,-0.7
COc1cc(/C=C2\C(=N)N3N=C(S(C)(=O)=O)SC3=NC2=O)ccc1OC(=O)c1cccs1,-41.5%,?,5.4%,19.3%,-3.9%,-4.8%,?,-2.8%,-23.7
CCCc1nnc(SCC(=O)N2CCCCC2C)n1CCOC (centres undefined),2.9%,-10.5%,8.8%,-14.4%,16.0%,-5.2%,6.0%,1.7%,1.5
CC(=O)Nc1c(N)c2ccccc2oc1=O,-2.6%,1.2%,1.2%,?,-11.9%,-1.0%,10.1%,32.1%[activator],-13.4
Cc1ccc2oc(=O)c3cnn(CC(=O)N(CCC(C)C)Cc4ccco4)c3c2c1,2.8%,-8.9%,-6.6%,-0.3%,-2.7%,-9.7%,-4.7%,-25.7%,1.9
Cc1ccc2c(CNC3CCC(C)CC3)c(C(=O)O)n(Cc3cccc(F)c3)c2c1 (centres undefined),.,-17.8%,0.6%,2.6%,-2.5%,-21.2%,?,9.4%,0.4
CC1CCC2(CC1)NC(=O)N(CC(=O)Nc1ccc3[nH]c(=O)[nH]c3c1)C2=O (centres undefined),-6.9%,-5.4%,1.7%,7.8%,-2.5%,.,1.6%,.,7.0
O=C(Cc1csc(N2CCOCC2)n1)N/N=C/c1cccc(O)c1,14.0%,-15.4%,7.9%,-3.4%,-0.5%,-17.3%,27.8%,26.7%,4.8
O=C(NCc1cc([N+](=O)[O-])ccc1O)c1cccnc1Sc1ccccc1,-11.9%,-7.1%,-10.6%,15.2%,2.2%,-4.3%,.,3.6%,-2.8
O=C1CCCN1CCCNS(=O)(=O)c1ccccc1,53.0%[activator],10.9%,-6.4%,27.9%,9.4%,-2.2%,14.4%,0.1%,-2.6
COc1ccc2c(c1)c(N=O)c(O)n2C,0.4%,?,2.0%,-16.1%,-17.1%,-5.4%,0.0%,0.5%,-8.7
CCC(OC(=O)CN1C(=O)c2ccccc2C1=O)C(=O)NC1CCCC1 (centres undefined),9.3%,1.8%,13.2%,17.7%,-7.5%,-13.0%,-3.5%,10.7%,-4.7
O=C(NCCS(=O)(=O)N1CCN(c2ccccc2F)CC1)c1ccc(Br)cc1,29.1%,-12.1%,1.1%,-11.7%[56.9 µM],9.0%,-13.3%,6.1%,2.6%,-1.3
O=C(COC(=O)c1ccc2c(c1)C(=O)N(Cc1ccco1)C2=O)NCC(F)(F)F,-7.4%,-0.8%,-9.5%,3.7%,-8.1%,-11.0%,31.2%[activator],52.1%,-3.1
CC1(C)Cc2c(sc3ncn4nc(-c5ccco5)nc4c23)CO1,.,-13.4%,-4.4%,14.7%,7.9%,.,356.7%[activator],.,-3.7
CC(C)(C)NC(=O)NC12CC3CC(CC(C3)C1)C2,-1.2%,-1.6%,2.6%,4.1%,-28.3%,-2.8%,35.5%[activator],0.3%,-4.0
CCCCCc1c(C)[nH]c2nc3ccccc3n2c1=O,9.9%,5.3%,-1.6%,-1.3%[56.9 µM],-5.6%,-0.6%,8.7%,14.4%,-7.4
COCCN(C(=O)c1snc(C(N)=O)c1N)C(C(=O)NC1CCCCC1)c1ccc(F)cc1 (centres undefined),-8.9%,-18.4%,4.4%,-4.5%,-9.1%,-11.7%,?,14.6%,-5.7
Cc1cccc(NC(=O)c2ccc3oc(=O)c(S(=O)(=O)c4ccc(F)cc4)cc3c2)c1C,.,-7.0%,-3.7%,-13.0%,-2.7%,20.5%,-12.2%,47.1%,0.6
Cc1csc2c(=O)n(CCO)c(=O)[nH]c12,9.1%,-11.7%,-7.5%,5.1%,1.3%,-5.1%,13.2%,16.2%,-5.1

# Part of the list above, showing only ERG Ets-DNA blk, LDHA block and Apoferritin bind:
canonical_smiles,ERG Ets-DNA blk,LDHA block,Apoferritin bind
COc1ccc2c(c1)c(N=O)c(O)n2C,2.0%,-8.7,-5.4%
CCC(OC(=O)CN1C(=O)c2ccccc2C1=O)C(=O)NC1CCCC1 (centres undefined),13.2%,-4.7,-13.0%
O=C(NCCS(=O)(=O)N1CCN(c2ccccc2F)CC1)c1ccc(Br)cc1,1.1%,-1.3,-13.3%
